PABP1 MLLE inh = inhibitors of microRNA-mediated deadenylation, human PABP1 MLLE binding; P11940; inhibition, % at 20 µM; hit rate 0.36% among 360,000; GST-MLLE / FITC-PAM2 fluorescence polarization; in the data active means inhibition above about 35%, passing the limit was not always enough;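 further: plate controls were DMSO wells with GST-MLLE for no effect and wells lacking GST-MLLE protein for full effect; some results filed as inactive read as strong as hits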
bovine MsrA act = activates bovine MsrA enzyme; purified bovine MsrA, absorbance read-out; activation, % at 10.6 µM; hit rate 0.3% among 360,000; in the data active means activation above about 7.5%;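 further: 0% = vehicle and 100% = reference activator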
TbMetRS inhib = blocks T. brucei methionyl-tRNA synthetase activity; purified T. brucei MetRS, ATP depletion, Kinase-Glo luminescence; inhibition, % at 11.9 µM; hit rate 0.4% among 360,000; AID 624268;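 active means inhibition above a per-plate cutoff of the control wells' mean inhibition plus 3 SD, cut at about 5.5% in these data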;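 further: 0% = DMSO wells median and 100% = median of wells with control inhibitor compound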
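technique = Kinase-Glo luminescence, ATP depletion format | system = purified MetRS (methionyl-tRNA synthetase) enzyme from Trypanosoma brucei | timing = 15 min preincubation, 2 h reaction, all 25 °C | evaluation = percent inhibition versus plate control medians | dosing = single dose, 11.9 µM final nominal, 0.9% final DMSO | also added = substrates ATP, L-methionine and bulk Escherichia coli tRNA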
CSN inh = CSN deneddylation inhibition; Q92905; Purified CSN, SCF-Nedd8-OG deneddylation, fluorescence polarization; inhibition, % at 12.5 µM; hit rate 0.38% among 360,000;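 active means pattern-corrected inhibition above about 35%, with an unprinted fluorescence ratio check between 0.5 and 1.5, limit read from the data, passing the limit was not always enough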;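 further: 0% = enzyme with substrate and 100% = substrate without enzyme; some results filed as inactive read as strong as hits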
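Schedule: reaction 90 min, room temperature / Assay system: HEK293T-derived human Csn5 enzyme / Input: Csn5 at 0.24 nM final / Measure: inhibition of Csn5 cleavage, % / Control set: substrate-only high control, full reaction low control / Technique: fluorescence polarization of the substrate / Buffer or medium: Tris/NaCl/DTT buffer, pH 7.5 / Reagent: SCFSkp2-Nedd8OG substrate at 10 nM final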
Neddylation inh = blocks human cullin neddylation; AID 651699; TR-FRET cullin neddylation, biochemical; calls only at 25 µM; P61081+Q13564; hit rate 0.58% among 360,000; in the data active means inhibition above about 36%
Rin1-Abl PPI inh = blocks binding of human Rin1 to Abl; P00519+Q13671; TR-FRET Rin1/Abl binding, biochemical; inhibition, % at 7.35 µM; hit rate 0.4% among 360,000; AID 588664; in the data active means inhibition above about 5%, passing the limit was not always enough
E coli Lon inh = E. coli protease La inhibition | purified E. coli Lon protease, fluorescence polarization | inhibition, % at 7.94 µM | hit rate 0.42% among 360,000; in the data active means inhibition above about 13%, passing the limit was not always enough;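 further: 0% = enzyme with probe and DMSO and 100% = no enzyme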
FAS TE block = FAS thioesterase (human) inhibition. P49327. recombinant FAS-TE, OMFH fluorogenic substrate, fluorescence endpoint. inhibition, % at 15 µM. hit rate 0.67% among 360,000;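 active means compounds whose normalised, plate-corrected inhibition of enzyme fluorescence in the single-dose primary screen is 50% or more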;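 further: 0% = DMSO with enzyme and 100% = substrate without enzyme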
MsrA inh = inhibits bovine methionine sulfoxide reductase A | inhibition, % at 15.5 µM | purified bovine MsrA, absorbance read-out | hit rate 0.75% among 360,000 | AID 651718; in the data active means inhibition above about 4.5%;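 further: 0% = vehicle wells with enzyme and 100% = reference inhibitor wells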
The depositor's hits bear a star; i = inactive; x = not tested or not shown. Hits appear at their usual frequency. About 4% of those tested had a hit in this group.

structure	Neddylation inh	Rin1-Abl PPI inh	E coli Lon inh	CSN inh	bovine MsrA act	PABP1 MLLE inh	TbMetRS inhib	MsrA inh	FAS TE block
CCOC(=O)C(NC(=O)c1ccccc1Cl)(Nc1ccc(C(F)(F)F)cc1)C(F)(F)F (stereo not drawn)	i	2	6	-3	-3	-76	-0.1	-0.3	31
Cc1ccc(C(=O)OCC(=O)Nc2cc(C(C)(C)C)nn2-c2ccccc2)c(O)c1	i	3	3	5	-7	-19	-0.5	-0.1	22
COc1ccc(NC(=O)c2cc(C(=O)Nc3ccc(OC)cc3OC)cc([N+](=O)[O-])c2)c(OC)c1	i	4	6	2	-2	4	-1.4	0.8	1
Cc1cccc(N2CC(C(=O)Nc3ccc(S(=O)(=O)N4CCOCC4)cc3)CC2=O)c1C (stereo not drawn)	i	0	-7	6	-2	11	-0.9	-0.5	0
CC(=O)/C(=N/Nc1ccc(Br)cc1)Sc1cccc2cccnc12	i	1	1	-9	-10	8	-1.4	0.6	43
COc1ccccc1CN(Cc1cc2c(C)ccc(C)c2[nH]c1=O)Cc1nnnn1Cc1ccco1	i	3	2	1	-1	-14	-0.5	1.1	18
CC(=O)NC(Cc1ccccc1C)C(=O)NC1CCN(C(=O)NCc2ccccc2)CC1 (stereo not drawn)	i	-1	6	0	-1	0	-0.3	0.3	-7
CC1(C)Cc2cccc(OCC(=O)OCC(=O)c3ccccc3)c2O1	i	0	2	2	-9	-3	0.1	0.0	-6
CC(C)C(=O)Nc1cccc(-c2csc(-c3ccccc3)n2)c1	i	5	-5	-6	-8	0	-0.5	-0.5	16
COc1ccc(C2/C=C\CN(C(=O)Nc3ccccc3)CC(=O)N2Cc2ccc(F)cc2)cc1 (stereo not drawn)	i	4	2	-2	-4	3	-0.1	0.8	6
COc1ccc2c(c1)CC/C(=C\C=C\c1ccccc1OC)C2=O	i	7	-16	6	0	0	0.5	0.7	9
CCOC(=O)C1(C)C(=O)CC2c3nc4ccccc4cc3CN2C1=O (stereo not drawn)	i	2	-4	0	-6	12	-0.2	1.6	-8
CC1CCCC(C)N1C(=O)Nc1cccc(Cl)c1 (stereo not drawn)	i	-2	-9	2	-4	-2	-0.8	-0.6	-2
CC1CC(C)(C)CC2(C1)NC(=O)N(CC(=O)Nc1c(F)cccc1F)C2=O (stereo not drawn)	i	1	-7	-1	0	9	-0.2	-1.0	1
O=C(COC(=O)/C=C/c1ccc(F)cc1)NCC1CCCO1 (stereo not drawn)	i	1	-4	-3	-1	-18	0.5	-0.9	-6
COc1ccc(C2OCC3(O)C(c4ccc(OC)c(OC)c4)OCC23)cc1OC (stereo not drawn)	i	-3	-1	5	-1	-7	-0.1	0.6	-4
Cc1cccnc1NS(=O)(=O)c1cccc([N+](=O)[O-])c1	i	0	-7	-3	-2	0	0.1	0.1	-8
COc1ccc(N2CCC(CNC(=S)Nc3c(C)cccc3C)C2)cc1 (stereo not drawn)	i	0	2	0	1	-12	-0.5	0.7	-30
CC(C)(C)C1(c2ccccc2)NC(=O)N(CC(=O)N2CCOCC2)C1=O (stereo not drawn)	i	0	-4	-3	2	2	-0.5	0.3	-7
CC(C)(CNC(=O)/C=C/c1ccc(F)cc1)CNC(=O)/C=C/c1ccc(F)cc1	i	0	-8	-6	2	3	0.2	0.0	23
CN(Cc1ccccc1)C(=O)CCC1CCN(C(=O)c2ccco2)CC1	i	-4	-16	1	2	7	-0.1	0.7	-4
O=C(CN1CCNCC1)Nc1ccc(Oc2ccccc2)cc1	i	2	-7	2	-3	11	-0.3	-0.2	-8
CN1CCC(OC(=O)COc2ccccc2)CC1	i	2	1	1	-3	4	-0.2	0.0	-6
COc1nc2c(C)cccc2cc1-c1noc(-c2ccco2)n1	i	0	1	11	-4	-31	-0.3	0.7	6
COc1ccc(S(=O)(=O)N2CCCCC2)cc1NC(=O)Cc1cccc(C(F)(F)F)c1	i	4	-8	0	-6	-7	-0.3	0.5	26

Of the compounds above, these have four or more nitrogen atoms.
structure	Neddylation inh	Rin1-Abl PPI inh	E coli Lon inh	CSN inh	bovine MsrA act	PABP1 MLLE inh	TbMetRS inhib	MsrA inh	FAS TE block
COc1ccccc1CN(Cc1cc2c(C)ccc(C)c2[nH]c1=O)Cc1nnnn1Cc1ccco1	i	3	2	1	-1	-14	-0.5	1.1	18
CC(=O)NC(Cc1ccccc1C)C(=O)NC1CCN(C(=O)NCc2ccccc2)CC1 (stereo not drawn)	i	-1	6	0	-1	0	-0.3	0.3	-7

(cont.)
structure	Neddylation inh	Rin1-Abl PPI inh	E coli Lon inh	CSN inh	bovine MsrA act	PABP1 MLLE inh	TbMetRS inhib	MsrA inh	FAS TE block
CCOC(=O)c1c(C)[nH]c(C)c1C(=O)COC(=O)c1cc2ccccc2cc1OC	i	-5	3	-8	-4	-4	-0.5	0.0	11
Cc1ccc(-c2nnn(CC(=O)N(CCCO)C(C(=O)NC3CCCC3)c3ccc(F)cc3)n2)o1 (stereo not drawn)	i	-2	6	3	-1	-1	-0.8	0.5	1
CC(C)[C@@H](COc1ccccc1)N1CCN(Cc2ccccc2)CCC1=O	i	3	9	-1	-4	-10	-0.3	-1.6	0
CN1CCN(CC(O)(c2ccc(Cl)cc2)c2ccc(Cl)cc2)CC1	i	-3	3	2	-2	-12	-0.3	-0.6	4
O=C(CCn1[nH]c(=O)c2ccccc2c1=O)N1CCOCC1	i	1	4	-5	-1	-13	0.1	1.9	-11
O=C(CN(Cc1ccccc1)C(=O)CCl)c1cccc(Br)c1	i	1	6	-2	-1	-3	-0.1	0.1	12
CC(C)CN1CCC(=O)N(CCO)CC1	i	2	5	-5	-2	16	-0.4	-0.2	-6
CCOC(=O)c1c(CN(CC)CC)oc2cc(Br)c(O)cc12	i	-1	4	0	-8	0	-1.5	-0.1	1
COc1ccc(C(=O)Nn2c(SCC(=O)NC3CCCCC3)nc3ccccc3c2=O)cc1	i	4	11	0	-1	0	-0.3	-0.2	1
CC(C)N1C(=O)C(Cc2nc3ccccc3c(=O)n2-c2ccccc2)c2ccccc21 (stereo not drawn)	i	6	2	4	-4	5	-0.7	0.8	13
Cc1cnc(NC(=O)CC2OC(=O)c3ccccc32)s1 (stereo not drawn)	i	0	3	1	-4	4	-0.3	1.0	-5
O=C(CCN1CCCCC1)c1ccccc1	i	-1	-8	-1	-11	23	-1.2	-1.3	-6
COc1ccc(CN2CCc3ccccc3C2)c(OC)c1OC	i	7	0	-1	0	0	-0.3	-0.6	-2
CCCCN(C)CCCN1C(=O)C2C(C(=O)Nc3cccc(OC)c3)C3C=CC2(O3)C1C(=O)NC1CCCCC1C (stereo not drawn)	i	0	5	-4	-3	13	-0.3	-0.7	0
c1ccc2c(c1)ncn2CCOCCOCCn1cnc2ccccc21	i	1	-3	2	-6	-2	0.4	-0.5	-9
CCc1ccc(-c2nn[nH]n2)cc1	i	2	-1	-2	-4	-8	-0.1	-0.2	-6
CC(Sc1nc2ncc(Cl)cc2[nH]1)C(=O)NC1(C#N)CCCCC1 (stereo not drawn)	i	0	0	-1	-7	-40	0.5	0.8	-4
COc1ccc(S(=O)(=O)NCc2ccncc2)cc1NC(=O)c1ccc(Cl)cc1	i	-5	0	1	-3	-4	-0.1	0.3	0
Cc1cc(=O)[nH]c(N/N=C/c2ccc(N(C)C)cc2)n1	i	-7	7	-4	-5	-40	-0.5	7.6*	-2
N#CC1=C(N)Oc2c(oc(CO)cc2=O)C12C(=O)Nc1ccc(Cl)cc12 (stereo not drawn)	i	2	1	1	-8	4	-1.0	0.7	-4
FC(F)Sc1ccc(Nc2ncnc3nc[nH]c23)cc1	i	2	-3	0	-3	23	1.3	-0.5	-142
O=C(NCCc1ccc(Cl)cc1)C1CCN(c2ncccn2)CC1	i	1	-2	4	-3	-7	-0.3	1.7	-4
CCCCn1c(O)c2n(c1=O)Cc1ccccc1N=C2c1ccccc1	i	0	-4	10	-1	6	0.0	1.2	-5
Cc1ccc(S(=O)(=O)NNC(=O)Nc2cccc3ccccc23)cc1	i	1	-6	3	-3	4	0.6	0.1	-4
Cc1nc2c3ccccc3nc(NNC(=O)CCC(=O)N3CCCC(C)C3)n2n1 (stereo not drawn)	i	-1	-11	-4	-3	3	0.7	-0.5	-2

(list continues)
structure	Neddylation inh	Rin1-Abl PPI inh	E coli Lon inh	CSN inh	bovine MsrA act	PABP1 MLLE inh	TbMetRS inhib	MsrA inh	FAS TE block
CCn1c(C2CCN(Cc3ccccc3)CC2)n[nH]c1=S	i	-1	-4	-3	-8	-14	-0.9	-0.8	-6
CC1CCN(C(=O)COC(=O)CNC(=O)c2ccccc2F)CC1	i	0	-9	2	-3	7	-0.5	0.6	-4
O=c1[nH]c(Nc2ccccc2)cc2cc(Br)ccc12	i	-1	-24	49*	-2	-4	2.6	-0.4	30
O=C1C(c2ccccc2)c2ccccc2N1Cc1ccccc1 (stereo not drawn)	i	5	3	-1	-1	-2	-0.4	-0.3	17
Cc1cc(OC2CCCCC2)nc(-c2ccccc2O)n1	i	-5	0	-1	-2	6	-0.7	-0.2	3
CN(C)/C=c1\sc2c(C#N)cc(C(=O)c3ccc(Br)cc3)n2c1=O	i	0	-2	78	-5	36	0.4	0.1	-24
Cc1ccc(NC2=CC(=O)CC(C)(C)C2)cc1Cl	i	-3	1	4	-2	7	-0.1	-0.6	-1
CN(C)S(=O)(=O)c1cccc(NC(=S)N(CCC#N)Cc2cccnc2)c1	i	-6	1	-2	-1	5	-0.5	0.2	-3
CN(Cc1ccccc1)S(=O)(=O)c1ccc(Cl)c(C(=O)N2CCC2)c1	i	22*	12	1	-10	-5	-0.1	-1.8	-1
Cc1cc(NC(=O)COc2ccc(Cl)cc2Cl)n(-c2ccccc2)n1	i	1	-3	0	-1	-3	0.5	0.0	9
CCCC1C(C(=O)OCC)=C(C)NC(C)=C1C(=O)OCC	i	0	8	-3	-3	-3	-1.1	1.9	5
O=C(/C=C/c1cccs1)N1CCC2(CC1)Oc1ccc(Cl)cc1C(=O)C21CC(c2cccnc2)=NO1 (stereo not drawn)	i	-4	4	-6	-3	5	-0.1	-0.5	17
COC(=O)NCCOc1nc(N(C)C)nc(N(C)C)n1	i	0	-9	5	-3	-6	-0.3	0.5	-13
COc1ccc(C2/C=C\CN(Cc3ccc(N(C)C)cc3)CC(=O)N2Cc2ccc(F)cc2)cc1 (stereo not drawn)	i	-1	-4	1	-2	-2	-0.1	1.1	11
Cc1ccc(CSCCC(=O)NCCc2ccc(Cl)cc2)cc1	i	4	-2	-6	-3	-9	-0.2	0.1	-4
CN1CCN(c2cc(-c3cccc(C(=O)O)c3)nc3ccnn23)CC1	x	1	-2	-2	0	-17	-0.2	0.0	-4
NC(Cc1ccc(Cl)cc1)c1csc(NC(=O)Nc2ccccc2-c2ccccc2)n1 (stereo not drawn)	i	0	-5	2	-7	3	-0.4	-1.2	-8
CCCCNC(=O)c1nn2c(C(F)(F)F)cc(-c3ccccc3)nc2c1Br	i	-2	5	3	-5	-2	-1.1	1.0	24
Cc1cccc(C(=O)Nc2nnc(S(=O)(=O)N3CCOCC3)s2)c1	i	4	-1	1	-5	-5	-0.1	1.9	-9
